Screening data as filed in PubChem BioAssay.
ERG-DNA inh: blocks human ERG Ets domain binding to DNA; fluorescence polarization, His-ERG Ets domain / labelled DNA; Potency, µM (doses to about 76.9 µM), without a hit: at the highest dose FP activity, negative = inhibition, usual class: inhibitors; actives 0.028% (n = 370,000); active = well fitted inhibition curve with a large enough effect in the polarisation, with a control signal flat; inconclusive = small, poorly fitted or top-dose-only effect, or effect the other way, or a change in a side signal; inactive = no such curve, though single readings can be large or run the other way; the % refers to the polarisation;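 note: polarization taken with two DNA probes labelled with fluorescein and Texas red; potency is the fitted concentration of half-maximal effect; % of control where 0% means no effect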
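His-tagged ERG Ets domain (1 uM in the protein solution; 300mM KCl, 50mM Tris-HCl, 1mM EDTA, 1mM DTT, pH 7.5) received compound, then a probe mix of 5 nM fluorescein-DNA and 100nM Texas-615-DNA. Fluorescence polarization was read for both dyes.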
Apoferritin bind: candidate novel general anesthetic via apoferritin binding; AID 485281; Potency, µM (series often up to 77.5 µM), for the others: top-dose activity change, negative = displacement, actives largely listed as inhibitors; apoferritin/1-aminoanthracene competitive binding, fluorescence; actives 0.074% (n = 350,000); P02791; note: potency is the fitted concentration of half-maximal effect; % is set by controls: 0 for no effect and ±100 for the full control effect; nearly all actives have a fitted effect of over 20% in size
Target sequence (P02791 2-175 limits assumed): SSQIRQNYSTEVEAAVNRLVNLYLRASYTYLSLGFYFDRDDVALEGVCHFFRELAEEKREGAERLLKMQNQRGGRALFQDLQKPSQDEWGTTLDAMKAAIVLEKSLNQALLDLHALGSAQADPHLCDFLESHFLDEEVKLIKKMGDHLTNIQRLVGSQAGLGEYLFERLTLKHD
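Steps: apoferritin (10 uM) was premixed with half-saturated 1-AMA in PBS, compounds were pin-transferred, plates stood 10 min at room temperature, fluorescence was read at 380/535 nm, and curves were fitted with a Hill equation.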
ALOX12 inh: ALOX12 (human) lipoxygenase inhibition | purified 12hLO, xylenol orange hydroperoxide absorbance | Potency, µM (titrated, usually from 108 µM), without a hit: top-dose activity change, negative = inhibition, actives largely listed as inhibitors | actives 1.1% (n = 580,000) | P18054; note: potency is the fitted concentration of half-maximal effect; % is set by controls: 0 for no effect and ±100 for the full control effect
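Hydroperoxide product was detected by ferrous iron/xylenol orange as the 573 to 405 nm absorbance ratio. Arachidonic acid at 40 uM (final) was turned over for 30 min at room temperature by 150 nM human 12hLO, pH 7.0 Hepes buffer, after 15 min compound preincubation.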
LDHA block: blocks human lactate dehydrogenase A | actives 0.15% (n = 480,000) | activity change, % (values are at about 110 or 230 µM) | P00338 | purified LDHA, NADH/diaphorase-resazurin fluorescence; stronger effect = lower value; in the data active = activity change below about -30%; inconclusive = mostly about -25% to -30%;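 note: plate controls were DMSO wells for no effect and wells without enzyme for full effect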
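LDH5 2 nM; NADH 0.06 mM, pyruvate 0.2 mM; 200 mM Tris pH 7.4, EDTA, Tween-20; 5 min RT. Detection: diaphorase 0.133 mg/mL + resazurin 37 µM, fluorescence ex540/em590 at 0 and 20 min; normalized to enzyme-free and DMSO wells.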
POLB inh: DNA polymerase beta (human) inhibition | Potency, µM (titrated, usually from 114 µM), for inactives: top-dose activity change, negative = inhibition, actives largely listed as inhibitors | actives 1.3% (n = 340,000) | Pol beta primer extension/strand displacement, fluorescence kinetic | P06746; note: potency is the fitted concentration of half-maximal effect; % is set by controls: 0 for no effect and ±100 for the full control effect
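Pol beta (10 nM) and compounds were preincubated 15 min at room temperature, then 50 nM substrate (final) started primer extension/strand displacement. Reads were taken at 0 and 10 min; concentration-response data were fitted to a four-parameter Hill equation.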
APEX1 inh: APE1 (human) endonuclease inhibition. recombinant APE1, TAMRA/BHQ-2 abasic DNA cleavage fluorescence. actives 0.35% (n = 350,000). Potency, µM (series often up to 65.8 µM), inactives show top-dose activity change, negative = inhibition, actives largely listed as inhibitors. P27695;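 note: potency is the fitted concentration of half-maximal effect; plate controls were vehicle for no effect and reference inhibitor for full effect; nearly all actives have a fitted effect of over 55% in size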
Target sequence (P27695 whole entry, looked up): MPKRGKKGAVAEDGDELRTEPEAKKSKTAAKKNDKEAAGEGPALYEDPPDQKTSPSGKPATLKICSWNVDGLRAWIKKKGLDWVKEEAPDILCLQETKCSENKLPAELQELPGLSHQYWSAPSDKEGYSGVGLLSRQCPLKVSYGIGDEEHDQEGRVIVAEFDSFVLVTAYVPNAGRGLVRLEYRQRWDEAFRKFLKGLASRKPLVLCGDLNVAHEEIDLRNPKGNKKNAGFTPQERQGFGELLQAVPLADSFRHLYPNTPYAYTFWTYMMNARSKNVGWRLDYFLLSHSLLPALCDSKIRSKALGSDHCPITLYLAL
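Incision of a quenched TAMRA/BHQ-2 THF abasic-site duplex (50 nM) by 0.75 nM APE1, after 15 min compound preincubation, measured as fluorescence increase over three 60 s reads. Values normalized to buffer, DMSO and NSC13755 control wells.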
Pol eta inh: DNA polymerase eta (human) inhibition | Q9Y253 | recombinant Pol eta, fluorescent DNA replication assay | AID 588591 | actives 1.2% (n = 390,000) | Potency, µM (top dose mostly 114 µM), inactives show at the top dose activity change, negative = inhibition, actives largely listed as inhibitors; note: potency is the fitted concentration of half-maximal effect; % is set by controls: 0 for no effect and ±100 for the full control effect
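Fluorescent replication assay: 50 nM final substrate added after a 15 min room-temperature compound preincubation with 10 nM enzyme. Signal taken at 0 min and again at 10 min.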
RGS4 inh: human RGS4 inhibition; Transcreener GDP fluorescence polarization, RGS4-accelerated GTP hydrolysis; AID 504845; Potency, µM (series often up to 114 µM), for inactives: at the highest dose activity change, negative = inhibition, hits mostly inhibitors; actives 0.039% (n = 390,000); P49798; note: potency is the fitted concentration of half-maximal effect; % is set by controls: 0 for no effect and ±100 for the full control effect; nearly all actives have a fitted effect of over 75% in size; some results filed as inactive show a strong effect at the top dose
Target sequence (P49798 whole entry, looked up): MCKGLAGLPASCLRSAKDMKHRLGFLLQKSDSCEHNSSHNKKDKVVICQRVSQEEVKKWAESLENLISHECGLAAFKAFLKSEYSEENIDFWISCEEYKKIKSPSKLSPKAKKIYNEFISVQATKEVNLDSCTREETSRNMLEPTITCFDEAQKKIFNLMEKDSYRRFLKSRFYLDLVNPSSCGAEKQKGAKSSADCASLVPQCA
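MLSMR compounds (23 nl, pin-transferred) preincubated 10 min at room temperature with a 500nM (2x) first reagent, then RGS4 at 900nM (2x) plus Transcreener GDP mix added; fluorescence polarization (620/688 nm) read before and after 90 min at 30 °C.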
Pol kappa inh: inhibitors of human DNA polymerase kappa | Q9UBT6 | purified Pol kappa, fluorescent DNA synthesis assay, 10 min | Potency, µM (top dose mostly 107 µM), without a hit: top-dose activity, negative = inhibition, actives largely listed as inhibitors | actives 0.53% (n = 400,000) | AID 588579; note: potency is the fitted concentration of half-maximal effect; % is set by controls: 0 for no effect and ±100 for the full control effect
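Kinetic fluorescence readout at 0 and 10 min followed reaction start with substrate at 50 nM final. Beforehand, enzyme (10 nM Pol kappa) stood 15 min with compound at room temperature; buffer-only wells were negative controls.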
The depositor's hits bear a star; ? = inconclusive; nt = no result given; & = joins results of further samples; [ ] = remark or other dose. Unless noted, calls come from the whole dose curve; as a rule, active = well fitted curve in the direction sought with a large enough effect; inconclusive = small, poorly fitted or top-dose-only effect, or another doubt; inactive = no such curve, though single readings can be large; an effect the other way counts as inactive or inconclusive. Not all compounds are listed, so the mix of outcomes need not match the whole.

Compound | ERG-DNA inh | Apoferritin bind | ALOX12 inh | LDHA block | POLB inh | APEX1 inh | Pol eta inh | RGS4 inh | Pol kappa inh
O=C(NN=Cc1ccccc1C(=O)O)C(=O)NN=Cc1ccccc1C(=O)O | 2% | nt | -2% | -2 | nt | nt | 1% | 15% | -13%
Cc1cc(C)nc(-n2nc(C)c3c2NC(=O)CC3c2cccc(O)c2)n1 (centres undefined) | 9% | 1% | -7% | 2 | -2% | nt | -22% | 6% | 2%
O=C(Nc1nnc(SCc2cccnc2)s1)C1CC(=O)N(c2ccc(F)cc2)C1 (centres undefined) | -2% | -23% | ? | 3 | ? | -2% | ? | -24% | -9%
COc1ccc(C(=O)C2CCCN(C(=O)c3ccc(OC)o3)C2)c(C)c1 (centres undefined) | -5% | nt | ? | -4 | nt | nt | -6% | -11% | -23%
O=C(CNS(=O)(=O)c1cccc2nonc12)NCc1ccc(F)cc1 | 8% | 1% | 2% | -8 | 1% | 9% | 0% | 2% | 7%
CC1(C)CC(=O)C(Sc2ccccc2)=C(O)C1 | -12% | -8% | 9% | -13 | -1% | -2% | 2% | 13% | -3%
COc1ccc(/C=C/CN2CCN(Cc3cccc(OC)c3)C(CCO)C2)cc1 (centres undefined) | -20% | -9% | 0% | -1 | 33% | 16% | -5% | 16% | 2%
O=C(NC(=S)NCCO)c1cn(-c2ccccc2)nc1-c1ccccc1 | 4% | -7% | 40µM* | -6 | -14% | 27% | -6% | 16% | 6%
CC1CC/C(=C\c2ccc3c(c2)OCO3)C(=O)/C1=C/c1ccc2c(c1)OCO2 (centres undefined) | -3% | ? | -18% | 4 | 15% | 4% | -11% | -52% | -2%
O=C(Nc1ccc([N+](=O)[O-])cn1)c1cc(-c2cccc(Br)c2)nc2ccccc12 | 13% | -1% | -20% | 1 | -2% | -3% | 8% | 33% | -15%
CCCNc1ncnc2onc(C)c12 | -7%&2% | -6%&1% | 2%&-25% | -1&-5 | 4%&34% | -7% | -8%&-12% | -9%&0% | 9%&-3%
O=C(CN1CCSC1=O)N1CCN(S(=O)(=O)c2ccc(Cl)cc2)CC1 | -14% | nt | 2% | 1 | nt | 32% | -6% | -15% | -6%
COC(=O)C1CCN(C(=O)c2sc3nc(-c4ccc(F)cc4)cn3c2C)CC1 | -3% | 5% | -10% | 6 | 16% | -11% | -3% | 3% | -7%
CCOc1ccc(-n2cnnn2)cc1S(=O)(=O)NCCc1ccc(OC)c(OC)c1 | nt | 0% | -34% | -2 | -1% | -5% | -1% | 24% | -23%
CN1CCC(Oc2ccc(Sc3ccccc3)cc2)CC1 | 3% | ? | -28% | 0 | 24% | 6% | -27% | 5% | -9%

(next part)
Compound | ERG-DNA inh | Apoferritin bind | ALOX12 inh | LDHA block | POLB inh | APEX1 inh | Pol eta inh | RGS4 inh | Pol kappa inh
CCN1CCN(CCCN(Cc2ccco2)C(=S)Nc2cc(Cl)ccc2C)CC1 | -2% | -9% | 0% | 0 | -1% | 2% | -22% | -46% | -3%
CCCCOc1ccc(C(=O)Nc2ccc3c(c2)CCCN3C(=O)c2cccs2)cc1 | -4% | -22% | -1% | -3 | -6% | nt | -17% | 12% | -7%[60.1 µM]
COc1cc(C(=O)Nc2ccc(OCc3cc(=O)n4cccc(C)c4n3)cc2)cc(OC)c1OC | -3% | ? | 0% | 2 | 0% | nt | -22% | ? | -3%[60.1 µM]
Cc1ccc(C)c(OCC(=O)NC(Cc2c[nH]c3ccccc23)C(=O)O)c1 (centres undefined) | 10% | -4% | ? | 2 | 0% | ? | -8% | 0% | -8%
CC(C)c1cc(=O)[nH]c(SCC(=O)NC2CCCC2)n1 | 16% | -22% | 227%[activator] | 1 | 16% | 19% | -16% | 16% | 3%
COc1ccccc1C(=O)NNC(=O)C(=O)Nc1ccc(C)c(Cl)c1 | -4% | 2% | 0% | -5 | ? | 73%[activator] | -11% | ? | -17%
Cc1nc2ccccc2c2oc(C(=O)NCCCN3CCC(C)CC3)cc12 | -3% | -13% | 5% | 0 | 31% | 3% | -6% | -19% | 20%
Cc1ccc(Oc2ccc(-c3nc(N)nc(N)n3)cc2)cc1C | -10% | -20% | ? | -4 | -2% | -7% | -21% | -4% | -12%
N=C1S/C(=C\c2ccc(-c3ccccc3C(=O)O)o2)C(=O)N1c1ccc2c(c1)OCO2 | -8% | -24% | 14µM* | 21 | 25µM* | ? | 20µM* | ? | 79µM*
CC(C)Oc1ccc(CCc2n[nH]c(=S)n2-c2ccccc2)cc1 | -4% | -14% | ? | 0 | 4% | -2% | -13% | -42% | -7%
O=C(Cc1ccccn1)c1ccncc1 | -2% | nt | -5% | 0 | nt | nt | -8% | -2% | -28%
Cc1ccccc1C(=O)NCCCNC(=O)c1cnccn1 | 4% | -2% | 0% | -10 | 8% | 55%[activator] | 10% | 14% | -3%
O=C(Nc1ncccc1Cl)c1ccccc1F | -2% | 1% | -2% | 0 | 31% | -2% | -13% | -10% | -1%
CN=C1S/C(=C\c2ccc(N3CCOCC3)c(F)c2)C(=O)N1C | 3% | -8% | 0% | -8 | 2% | 0% | 3% | 2% | -15%
COc1cccc(NC(=O)COC(=O)CC(NC(N)=O)c2ccc(Cl)cc2)c1 (centres undefined) | -9% | -1% | -15% | -1 | -16% | 3% | -15% | 3% | -9%

Other results follow.
Compound | ERG-DNA inh | Apoferritin bind | ALOX12 inh | LDHA block | POLB inh | APEX1 inh | Pol eta inh | RGS4 inh | Pol kappa inh
Cc1ccc(C(=O)Nc2nnc(S(=O)(=O)N3CCN(c4ccc(F)cc4)CC3)s2)cc1 | -1%&-1% | -3%&6% | ? | -9&-3 | 9%&2% | 89%[activator] | -14%&-16% | 27%&-1% | 1%&-13%
Cc1onc(-c2ccccc2)c1C(=O)Nc1nnc(N(C)Cc2ccccc2)s1 | -8% | 0% | 2% | 2 | 23% | -5% | -13% | -15% | 3%
COc1cc(C=NNc2ccc(S(=O)(=O)Nc3ccccc3C(=O)O)cc2[N+](=O)[O-])ccc1O | 4% | nt | ? | -9 | nt | ? | 50µM* | -18% | -27%
Cc1nn2c(=O)cc(COC(=O)c3cccc(NC(=O)c4cccs4)c3)nc2s1 | 0% | 2% | -27% | 1 | -1% | nt | 10% | -18% | -8%[60.1 µM]
CCN1CCN(CCc2nc3cc([N+](=O)[O-])ccc3n2C)CC1 | -1%[15.4 µM] | 3% | 15% | -1 | -1% | 0% | -9% | -3% | 6%
COc1ccccc1CNC(=O)COc1ccc(Br)c(C)c1 | 4% | -4% | -1% | 0 | 1% | 42% | -9% | -7% | -2%
Nc1nc(SCC(=O)NCCC(c2ccccc2)c2ccccc2)n[nH]1 | 9% | -17% | 0% | 3 | ? | 0% | -10% | -15% | -9%
COC(=O)C1CCc2c(ccc3c2CCCC3)C1=O (centres undefined) | 3% | nt | 7% | -6 | nt | nt | 1% | 21% | -6%
CC(C)OCCCNC(=O)CCC(=O)NNc1nc2ccccc2c2nc(-c3ccccc3)nn12 | 7% | -1% | -4% | 2 | 23% | 3% | -2% | -11% | -8%
O=C(NC1CCCCC1)C(c1ccc(F)cc1)N(Cc1ccco1)C(=O)c1ccccn1 (centres undefined) | 1% | -13% | -17% | -5 | 46% | -3% | 2% | 27% | -1%
COc1cc(C#Cc2ccc3cc(C(C)(C)O)oc(=O)c3c2)cc(OC)c1 | 3% | nt | -61% | -13 | nt | -3% | -19% | -5% | -4%
Oc1ccc(-c2nc(-c3ccc(F)cc3)c(-c3ccncc3)[nH]2)cc1 | 48%[activator] | nt | -1% | -2&0&3 | -5%[57.1 µM] | ? | ? | -5%[56.9 µM] | -5%[60.1 µM]
CCOC(=O)C1CCN(C(=O)CC2C(=O)N(Cc3ccccc3)C(C)c3nc4ccccc4n32)CC1 (centres undefined) | -1% | -11% | -6% | -14 | 9% | -4% | -3% | 40% | -12%
CNC(=O)c1c[nH]c2ccc(S(=O)(=O)Nc3ccccc3F)cc2c1=O | 8% | 0% | 2% | -2 | ? | 36% | ? | -14% | -6%
CN(C)S(=O)(=O)c1cccc(NC(=O)COC(=O)c2ccc3c(c2)OCO3)c1 | 1% | -13% | 0% | -2 | 23% | -1% | -14% | -24% | -6%

Carrying on:
Compound | ERG-DNA inh | Apoferritin bind | ALOX12 inh | LDHA block | POLB inh | APEX1 inh | Pol eta inh | RGS4 inh | Pol kappa inh
O=C(NCc1ccco1)C(c1ccc(F)cc1)N(CC1CCCO1)C(=O)Cn1nnc2ccccc21 (centres undefined) | 4% | ? | 0% | -6 | 0.32µM* | 0% | -17% | 12% | -6%
CCOc1ccccc1NC(=O)CSc1n[nH]c(N)n1 | -1% | -2% | ? | -3 | 2% | 8% | -20% | 2% | -12%
Cc1ccc2c(Cl)cc(Cl)c(OCC(=O)O)c2n1 | -3% | -4% | 16% | -5 | 15% | -4% | -13% | 5% | -13%
O=C(NCCCN1CCCC1)Nc1ccc(F)cc1 | -2% | -3% | 8% | -6 | 28% | 29% | -11% | 2% | -10%
COc1ccc(/C=N/Nc2nc(N3CCCCC3)nc(N3CCCCC3)n2)cc1[N+](=O)[O-] | 1% | -14% | 18% | 1 | 25% | 13% | ? | 9% | 3%
